mIDH1 inhibitor: human IDH1 R132H inhibition; AID 602179; 390,000 tested, 0.093% active; Potency, µM (highest dose often 76.6 µM), without a hit: top-dose activity change, negative = inhibition, most hits filed as inhibitors; IDH1-R132H enzyme, NADPH consumption, diaphorase/resazurin fluorescence; O75874; further: potency means the concentration at half of the fitted maximal effect; on the % scale 0 is the no-effect control and ±100 the full control effect; nearly all actives have a fitted effect of over 65% in size
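IDH1-R132H (0.5 ug/mL) preincubated 30 min with compound, then NADPH (0.016 mM) and alpha-KG (2 mM) added; 80 min at RT, pH 7.5. Remaining NADPH coupled via diaphorase/resazurin to fluorescence (540/590 nm); concentration-response curves normalized to no-enzyme control.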
TrxR1 substrate: rat thioredoxin reductase 1 substrate activity. O89049. purified TrxR1 substrate turnover, NADPH consumption readout. Potency, µM (titrated, usually from 114 µM), for the others: top-dose activity change, negative = substrate turnover. 390,000 tested, 0.01% active. AID 588456; further: potency means the concentration at half of the fitted maximal effect; on the % scale 0 is the no-effect control and ±100 the full control effect; nearly all actives have a fitted effect of over 50% in size
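Rat TrxR1, dispensed at 90 nM, was prereduced with 400 uM NADPH (final) for 5 min at ~22 deg C, then incubated with compound 15 min before 400 uM selenite. A first-read NADPH fluorescence drop versus no-compound background flagged substrates.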
rTrxR1 inhibitor: inhibitors of rat thioredoxin reductase 1; O89049; recombinant rTrxR1, NADPH fluorescence consumption, selenite substrate; Potency, µM (doses to about 114 µM), for the others: at the highest dose activity change, negative = inhibition, usual class: inhibitors; 390,000 tested, 1% active; further: potency means the concentration at half of the fitted maximal effect; on the % scale 0 is the no-effect control and ±100 the full control effect; nearly all actives have a fitted effect of over 65% in size
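Rat TrxR1 (90 nM in the dispensed reagent) was pre-reduced with 400 uM NADPH for 5 min at room temperature, then incubated with compound for 15 min. After 400 uM selenite was added, NADPH fluorescence (Ex 340/Em 450 nm) was followed for 8 min.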
RGS4 inhibitor: inhibitors of human regulator of G protein signaling 4. Potency, µM (highest dose often 114 µM), inactives show at the highest dose activity change, negative = inhibition, hits mostly inhibitors. P49798. AID 504845. 390,000 tested, 0.039% active. Transcreener GDP fluorescence polarization, RGS4-accelerated GTP hydrolysis; further: potency means the concentration at half of the fitted maximal effect; on the % scale 0 is the no-effect control and ±100 the full control effect; nearly all actives have a fitted effect of over 75% in size; some results filed as inactive show a strong effect at the top dose
Target sequence (P49798 whole entry, looked up): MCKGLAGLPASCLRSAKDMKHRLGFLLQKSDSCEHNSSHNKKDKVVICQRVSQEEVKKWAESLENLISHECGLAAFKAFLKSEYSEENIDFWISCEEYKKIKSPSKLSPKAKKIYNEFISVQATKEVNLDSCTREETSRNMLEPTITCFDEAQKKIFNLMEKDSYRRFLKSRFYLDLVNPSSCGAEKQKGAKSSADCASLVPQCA
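MLSMR compounds (23 nl, pin-transferred) preincubated 10 min at room temperature with a 500nM (2x) first reagent, then RGS4 at 900nM (2x) plus Transcreener GDP mix added; fluorescence polarization (620/688 nm) read before and after 90 min at 30 °C.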
LDHA inh: blocks human lactate dehydrogenase A; P00338; purified LDHA, NADH/diaphorase-resazurin fluorescence; stronger effect = lower value; activity change, % (values are at about 110 or 230 µM); 480,000 tested, 0.15% active; AID 1347041; in the data active means activity change below about -30%; inconclusive means mostly about -25% to -30%;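 further: plate controls were DMSO wells for no effect and wells without enzyme for full effect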
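LDH5 2 nM; NADH 0.06 mM, pyruvate 0.2 mM; 200 mM Tris pH 7.4, EDTA, Tween-20; 5 min RT. Detection: diaphorase 0.133 mg/mL + resazurin 37 µM, fluorescence ex540/em590 at 0 and 20 min; normalized to enzyme-free and DMSO wells.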
Vif-APOBEC3F blk: inhibitors of Vif-A3F interaction | HeLa A3F-eYFP + Vif (tagged APOBEC3F with the HIV-1 protein that degrades it), YFP fluorescence increase | Potency, µM (top dose mostly 46.1 µM), inactives show top-dose activity, negative = active | 390,000 tested, 0.2% active; further: potency means the concentration at half of the fitted maximal effect; % of control where 0% means no effect; nearly all actives have a fitted effect of over 65% in size
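HeLa cells stably expressing A3F-eYFP plus Vif, plated and incubated overnight at 37 deg C, then exposed to compounds overnight at 37 deg C. Blocked degradation read as raised yellow fluorescence (Ex 488/Em 500-530).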
GRP78 ERSR act: inducers of ER stress response in human glioma cells; U87-MG GRP78 promoter luciferase reporter, 16 h; Potency, µM, for inactives: at the highest dose activation, most hits filed as activators; 420,000 tested, 0.02% active; further: potency means the concentration at half of the fitted maximal effect; series mostly up to about 76 µM; % of control where 0% means no effect; nearly all actives have a fitted effect of over 35% in size
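ERSR induction read as luciferase luminescence (Bright-Glo, 10 min at room temperature) in stably transfected human U87-MG glioma cells exposed to compounds for 16 h, using GRP78 as sensor.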
USP1 inh: blocks the human USP1/UAF1 deubiquitinase complex. recombinant USP1/UAF1, Ub-Rhodamine cleavage fluorescence. Potency, µM (series often up to 57.1 µM), without a hit: at the highest dose activity change, negative = inhibition, usual class: inhibitors. 390,000 tested, 0.23% active. AID 743255; further: potency means the concentration at half of the fitted maximal effect; on the % scale 0 is the no-effect control and ±100 the full control effect; nearly all actives have a fitted effect of over 60% in size; inactives centre near -12
Target sequence (O94782 whole entry, looked up): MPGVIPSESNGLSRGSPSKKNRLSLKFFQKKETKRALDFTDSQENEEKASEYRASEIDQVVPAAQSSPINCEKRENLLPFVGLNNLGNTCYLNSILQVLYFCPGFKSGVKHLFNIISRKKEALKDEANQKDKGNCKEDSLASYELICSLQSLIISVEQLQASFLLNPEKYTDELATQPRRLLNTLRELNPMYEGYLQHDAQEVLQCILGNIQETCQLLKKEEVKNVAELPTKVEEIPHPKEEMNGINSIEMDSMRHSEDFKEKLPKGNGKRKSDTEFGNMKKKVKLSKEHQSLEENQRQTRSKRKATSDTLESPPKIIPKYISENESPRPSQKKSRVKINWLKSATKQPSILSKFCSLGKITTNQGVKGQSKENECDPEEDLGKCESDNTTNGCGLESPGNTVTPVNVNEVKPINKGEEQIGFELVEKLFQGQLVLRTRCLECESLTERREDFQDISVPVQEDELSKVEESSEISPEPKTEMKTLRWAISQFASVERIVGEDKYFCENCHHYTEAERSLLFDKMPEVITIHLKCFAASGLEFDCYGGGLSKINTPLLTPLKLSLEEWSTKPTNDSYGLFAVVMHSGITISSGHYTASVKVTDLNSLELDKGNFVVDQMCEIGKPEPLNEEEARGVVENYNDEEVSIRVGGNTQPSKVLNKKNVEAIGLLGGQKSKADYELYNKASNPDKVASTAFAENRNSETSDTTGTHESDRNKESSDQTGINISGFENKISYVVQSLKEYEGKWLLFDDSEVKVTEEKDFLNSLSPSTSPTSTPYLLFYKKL
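1 nM enzyme complex + cpd, 15 min RT; start with Ub-Rho 150nM final; kinetic fluorescence ex 480/em 540, 6 reads q60 s. Buffer 50mM HEPES pH 7.8, 0.5mM EDTA, 0.1 mg/ml BSA, 1mM TCEP, 0.01% Tween-20.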
Vif-APOBEC3G blk: inhibitors of Vif-APOBEC3G interaction; Q9HC16; HeLa A3G-eYFP + Vif (tagged APOBEC3G with the HIV-1 protein that degrades it), YFP fluorescence, overnight; Potency, µM (series often up to 46.1 µM), for inactives: at the top dose activity, negative = active, actives largely listed as inhibitors; 410,000 tested, 0.076% active; AID 602310;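 further: potency means the concentration at half of the fitted maximal effect; on the % scale 0 is the no-effect control and ±100 the full control effect; nearly all actives have a fitted effect of over 60% in size; hits raise eYFP signal because A3G escapes Vif-driven loss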
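Read-out is eYFP fluorescence (Ex 488/Em 500-530) from Vif-expressing HeLa A3G-eYFP cells; more signal means A3G escaped Vif-mediated degradation. Cells plated overnight, compound pinned in, incubated overnight at 37 deg C.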
The depositor's hits bear a star; ? = inconclusive; . = no result given; & = joins results of further samples; [ ] = another dose, or the depositor's remark. Unless noted, the call rests on the fitted dose curve; in most records, active means well fitted curve in the direction sought with a large enough effect; inconclusive means small, poorly fitted or top-dose-only effect, or another doubt; inactive means no such curve, though single readings can be large; an effect the other way counts as inactive or inconclusive.

The line under a structure holds: mIDH1 inhibitor	TrxR1 substrate	rTrxR1 inhibitor	RGS4 inhibitor	LDHA inh	Vif-APOBEC3F blk	GRP78 ERSR act	USP1 inh	Vif-APOBEC3G blk
O=C(OCc1ccccc1)/C(=C/c1ccccc1Cl)NC(=O)c1ccco1
 : -1%	-3%	6%	-2%	-7	-24%	-5%	-23%	-8%
Cc1ccc(S(=O)(=O)CC(=O)Nc2nc(-c3ccccc3)cs2)cc1
 : 7%	-13%	6%[57.1 µM]	27%	-6	0%	-3%	-7%	-1%
COc1ccc2c(c1)N(C)/C(=C1/SC(=NCc3ccccc3)N(c3ccccc3)C1=O)S2
 : -1%	-6%	-1%	-6%	-6	-13%	-1%	-13%	-1%
Cc1cc(=O)[nH]c2nnnn12
 : -7%	7%	-11%	-12%[11.4 µM]	-1	1%	-1%	-16%	3%
COCOCCn1cc(CN2CCS(=O)(=O)N(Cc3ccc(-c4ccc(Cl)cc4)cc3)C(C(C)C)C2=O)nn1 (stereo not given)
 : 5%	.	.	.	0	-1%	-6%	-24%	0%
Cc1nc2ccccc2n1CCc1ccccc1
 : 9%	7%[57.1 µM]	21%[57.1 µM]	17%	-5	-7%	-5%	-8%	-2%
COc1cc(CNC(C)(C)CO)cc(Br)c1OCc1ccc(Cl)cc1
 : 8%	-8%	-6%	3%	0	-15%	-1%	-18%	-26%
Cc1cccc(N(CC(=O)N2CCCC2)S(C)(=O)=O)c1C
 : -5%	.	.	.	0	-7%	-3%	-6%	-1%
Cc1ccc(S(=O)(=O)CCC(=O)OCC(=O)c2c(N)n(CC(C)C)c(=O)n(C)c2=O)cc1
 : 3%	-3%	5%	9%	-6	1%	-3%	-20%	-3%
COC(=O)c1sccc1NC(=O)NC1CCCCC1
 : 3%	7%	24%	13%	2	-27%	3%	-24%	-15%
CC(C)(C)n1ncc2c(=O)n(Cc3cc(C(F)(F)F)ccc3Cl)cnc21
 : .	-4%	1%	.	.	.	-2%	.	2%
O=C(O)c1ccccc1NS(=O)(=O)c1ccc2c3c(cccc13)C(=O)N2
 : 4%	-11%	-11%	32%	-13	-4%	-1%	-11%	0%
CC(C)C(=O)N(Cc1ccccc1)S(=O)(=O)c1ccc2c(c1)oc(=O)n2C
 : -7%	4%&5%	14%&10%	-24%&-21%	-1&9	3%	-5%	-21%&-21%	-25%
CC1(C)C(c2cccs2)=[N+]([O-])C2(CCCCC/C2=N\NC(N)=S)N1O (stereo not given)
 : 5%	2%	3%	-23%	0	2%	-2%	-23%	1%
CCOC(=O)c1c(-c2ccccc2)csc1NC(=O)c1cc(-c2ccc(Br)cc2)on1
 : -2%	18%	5%	?	-17	-10%	-1%	-21%	-5%
COc1ccc(NC(=O)CN2C(=O)C(c3ccc(C)cc3)=NC23CCCCCC3)cc1Cl
 : .	9%	37%[activator]	10%	-9	.	.	-24%	.
Cc1cccc(C)c1NC(=S)N/N=C/c1ccc(C(=O)O)cc1
 : 9%	-9%	-4%	-3%	-4	6%	-3%	-21%	0%
CC(C)(C)Oc1ncc(Br)c(OC(C)(C)C)n1
 : 1%	13%	20%	-3%	-7	-5%	-2%	-19%	1%
COc1ccc(OCC(=O)N2CCN(S(=O)(=O)c3ccc4c(c3)OCCO4)CC2)cc1
 : 5%	.	.	.	-2	-4%	-3%	-7%	0%
COc1ccc(S(=O)(=O)N(C)c2ccc(C(=O)N3CCOCC3)cc2)cc1
 : 2%	14%[57.1 µM]	22%[57.1 µM]	-32%	-5	-2%	0%	-26%	0%
CCOc1ccc2c(c1)[N+](C)(C)C(C)(C)C=C2C
 : -15%	-3%[57.1 µM]	-5%[57.1 µM]	17%	-16	9%	-4%	-13%	4%
COc1cc(CCC(=O)OCC(=O)Nc2c(Cl)cccc2Cl)cc(OC)c1OC
 : -2%	-3%	-3%	13%	-7	-10%	0%	-7%	3%
CC(NC(=O)c1ccc(N2CCCC2)c([N+](=O)[O-])c1)c1ccc(S(N)(=O)=O)cc1 (stereo not given)
 : 0%	-4%	17%	6%	-8	3%	-3%	?	-2%
COc1ccc(CCN2C(=O)c3[nH]nc(-c4ccccc4O)c3C2c2ccc(C)cc2)cc1OC (stereo not given)
 : -12%	-5%	-6%	16%	1	-21%	-6%	-11%	-7%
Cc1cccc(NC(=O)COc2ccc3c(c2)CCC3)n1
 : 9%	-9%	0%	-6%	-4	-14%	2%	-5%	-1%
COc1ccc(/C=C/C(=O)Nc2ccccc2Cl)cc1S(=O)(=O)N1CCOCC1
 : 6%	5%	15%	-11%	2	-5%	3%	-18%	2%
CCCOc1ccc(C(C)=O)cc1CSCCC#N
 : 9%	0%	1%	31%	-7	-3%	-1%	-15%	-3%
Cc1cc(C)c2c(=O)[nH]c(SCc3ccc([N+](=O)[O-])cc3)nc2n1
 : 16%	4%	8%	26%	0	6%	-3%	-5%	1%
CCn1c(SCC(=O)Nc2ccc3[nH]c(=O)[nH]c3c2)nnc1-c1ccccc1
 : 9%	0%	0%	-26%	0	-16%	0%	-14%	0%
O=C(NCCc1cccs1)C1CC(c2cccc(F)c2)=NO1 (stereo not given)
 : 0%	-2%	4%	7%	-7	1%	3%	-10%	8%
COCCCn1c(=O)c2sccc2n2c(CCCC(=O)NCc3ccccc3)nnc12
 : 10%	11%	23%	-7%[11.4 µM]	-2	0%	-2%	-23%	2%
CC(Oc1ccccc1)C(=O)N1CCN(c2ccc(N3CCOCC3)nn2)CC1 (stereo not given)
 : -3%	68%[activator]	9%	30%	-11	-6%	-4%	-4%	0%
COc1ccc(C(=O)CN2C(=O)NC(C)(c3ccccc3)C2=O)cc1OC (stereo not given)
 : 8%	1%	8%	-4%	-3	3%	-4%	-6%	3%
Cc1cc(-c2onc(C)c2C(=O)Nc2ccc(C(F)(F)F)cc2)no1
 : 14%	4%[57.1 µM]	16%[57.1 µM]	-12%	-7	4%	-3%	?	0%
O=C1CC[C@H](O)CCN1[C@H](CSc1ccccc1)Cc1ccccc1
 : -5%	-5%&4%	0%&30%	10%	-8	-5%	1%&-2%	-13%	3%&2%
NS(=O)(=O)c1ccc(CNC(=O)/C=C/c2ccc(Cl)c(Cl)c2)cc1
 : 0%	-11%	-9%	2%	9	-2%	-1%	-16%	-2%
CN(Cc1ccccc1)S(=O)(=O)c1cn(C)cn1
 : 21%	5%[57.1 µM]	15%[57.1 µM]	-9%	-7	2%	-4%	-8%	-1%
CCSc1nc2sc3c(c2c(=O)n1-c1ccc(C)c(Cl)c1)CCN(C(C)=O)C3
 : -12%	0%	18%	-45%	5	-1%	-2%	-29%	-2%
Cc1nc2ncnn2c(N2CCN(C(=O)Cc3cccs3)CC2)c1C
 : 1%	-3%	-19%	-15%	-2	-10%	-2%	-8%	0%
Cc1ccc(Cn2c(=O)n(CCC(=O)NCc3ccc4c(c3)OCO4)c(=O)c3ccccc32)cc1
 : -3%	-1%	1%	-23%[56.9 µM]	-4	-3%	-4%	-17%	-21%
Cc1cccc(NC(=O)CSc2nnc(NC(=O)C3CC3)s2)c1C
 : 6%	2%	17%	-8%	-8	-28%	-4%	-16%	0%
COc1ccc(C(=O)NC(=S)N2CCNC(=O)C2CC(=O)OC(C)C)cc1 (stereo not given)
 : -7%	-12%	?	-4%	-3	-4%	1%	-7%	1%
Cc1noc(C)c1C(=O)N1CCN(S(=O)(=O)c2cccs2)CC1
 : 4%	1%	2%	7%	-2	5%	-3%	-16%	0%
CC(=O)c1ccc(NC(=O)Nc2cccc(Cl)c2)cc1
 : 3%	6%	16%	-32%	2	.	-6%	-20%	-12%
CCN(C(=O)c1cc2c(=O)n3ccccc3nc2s1)C1CCCCC1
 : 6%	69%[activator][57.1 µM]	1%[57.1 µM]	-11%	1	-9%	3%	-21%	1%
CCC(C)(C)C1CCc2[nH]nc(C(=O)NCCNC(=O)OC(C)(C)C)c2C1 (stereo not given)
 : -2%	-11%	18%[57.1 µM]	-5%	-2	7%	-7%	-3%	0%
CNS(=O)(=O)c1ccc(NC(=O)c2nc3nc(C)cc(C(F)F)n3n2)cc1
 : 0%	3%	13%	-5%	-4	-8%	-2%	-7%	-3%
COCCNC(=O)c1cccc(C)c1[N+](=O)[O-]
 : 0%	2%	8%	-2%	-7	6%	-4%	-22%	-3%
CCC(C)C(NC(=O)OC(C)(C)C)C(=O)NC1COC2CC(n3ccc(=O)[nH]c3=O)OC12 (stereo not given)
 : .	4%	11%	-2%	.	.	-5%	.	0%
CCCN1CCN(CCCNC(=O)C(CC)n2nc(C)n3c(cc4occc43)c2=O)CC1 (stereo not given)
 : -8%&0%	-7%&3%	-14%&4%	-7%&5%	-1&-13	0%&8%	-2%&1%	-28%&-27%	2%&4%
CSc1ccccc1NC(=O)CN(C)CC(=O)Nc1ccc(Cl)cc1F
 : 2%	-8%	-5%	15%	-8	5%	-2%	-7%	0%
Fc1ccc2c(c1)C1C=CCC1C(c1cc3c(cc1Br)OCO3)N2 (stereo not given)
 : 4%	8%[57.1 µM]	7%	-8%	-6	-13%	0%	-15%	-22%

Assay outcomes from PubChem BioAssay.

An excerpt; count on the stated rates, not on these rows.
